# Assay outcomes (PubChem)
# proCasp3 act: procaspase-3 (human) activation; P42574; recombinant procaspase-3 D3A, Ac-DEVD-pNA absorbance 405 nm; activation, % at 8.5 µM; 330,000 compounds, 0.11% hits; AID 463141;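 active = activation above the mean of all tested compounds plus 3 SD, cut at about 21% in these data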;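 also: 0% = DMSO alone and 100% = DMSO wells spiked with extra 5 µM PC-3 D3A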
# Target sequence (P42574 whole entry D9A/D28A/D175A): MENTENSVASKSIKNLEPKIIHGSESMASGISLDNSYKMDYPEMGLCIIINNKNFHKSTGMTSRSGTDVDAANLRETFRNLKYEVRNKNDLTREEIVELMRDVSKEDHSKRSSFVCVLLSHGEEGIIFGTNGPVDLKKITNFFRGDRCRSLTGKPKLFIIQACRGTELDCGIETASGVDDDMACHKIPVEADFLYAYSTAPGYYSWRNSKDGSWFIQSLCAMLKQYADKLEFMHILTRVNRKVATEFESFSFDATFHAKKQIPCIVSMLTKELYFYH
#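 material = Procaspase-3 D3A mutant | probe or stimulus = Ac-DEVD-pNA | compound = single dose, 8.5 µM nominal compound, 0.8% DMSO | timing = 1 h preincubation, 2 h reaction | measured by = 405 nm absorbance of p-nitroaniline, reads at 0 and 120 min | benchmarks = DMSO-only low control, 5 µM PC-3 D3A high control | repeats = singlicate, each compound tested once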
# CTSL1 counter: cathepsin L1 inhibition, PFM18AAP counter-screen; recombinant F. hepatica cathepsin L1, Z-Leu-Arg-MCA fluorescence; AID 1906; inhibition, % at 5.96 µM; 300,000 compounds, 0.49% hits;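 active = inhibition above the mean of all tested compounds plus 3 SD, set per screening campaign, cut at about 17% in these data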;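 also: 0% = plate median of test compound wells and 100% = 1 µM Z-Phe-Ala-diazomethylketone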
# PP1 inh: blocks human PP1-alpha phosphatase, a PP5 counter-screen; purified PP1alpha, OMFP fluorescence; 320,000 compounds, 0.9% hits; AID 2235; inhibition, % at 6.7 µM; P62136;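 active = inhibition above the mean inhibition of all tested compounds plus 3 SD, computed separately for each screening campaign, cut at about 15% in these data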
# PP5 primary: inhibitors of human protein phosphatase 5 (PP5) | P53041 | purified PP5c, OMFP substrate fluorescence | inhibition, % at 6.7 µM | 320,000 compounds, 0.18% hits;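 active = inhibition above the campaign's mean inhibition across all tested compounds plus 3 SD, cut at about 9.5% in these data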;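 also: 0% = DMSO only and 100% = 100 µM cantharidin control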
# PAFAH2 FP inh: PAFAH2 (human) inhibition | Q99487 | recombinant PAFAH2, FP-rhodamine activity probe, fluorescence polarization | inhibition, % at 3.39 µM | 340,000 compounds, 0.99% hits | AID 492956;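 active = inhibition above the mean over all tested compounds plus 3 SD, cut at about 30% in these data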;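 also: inhibitors block probe labeling of enzyme so polarization drops; 0% = enzyme with DMSO and 100% = wells lacking PAFAH2 protein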
# AHR act: activators of human aryl hydrocarbon receptor | activation, % at 5 µM | P35869 | AID 2796 | 320,000 compounds, 2.5% hits | AHR-responsive luciferase reporter cells, luminescence; in the data active = activation above about 47%;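 also: 0% = vehicle wells and 100% = reference agonist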
# Target sequence (P35869 whole entry, looked up): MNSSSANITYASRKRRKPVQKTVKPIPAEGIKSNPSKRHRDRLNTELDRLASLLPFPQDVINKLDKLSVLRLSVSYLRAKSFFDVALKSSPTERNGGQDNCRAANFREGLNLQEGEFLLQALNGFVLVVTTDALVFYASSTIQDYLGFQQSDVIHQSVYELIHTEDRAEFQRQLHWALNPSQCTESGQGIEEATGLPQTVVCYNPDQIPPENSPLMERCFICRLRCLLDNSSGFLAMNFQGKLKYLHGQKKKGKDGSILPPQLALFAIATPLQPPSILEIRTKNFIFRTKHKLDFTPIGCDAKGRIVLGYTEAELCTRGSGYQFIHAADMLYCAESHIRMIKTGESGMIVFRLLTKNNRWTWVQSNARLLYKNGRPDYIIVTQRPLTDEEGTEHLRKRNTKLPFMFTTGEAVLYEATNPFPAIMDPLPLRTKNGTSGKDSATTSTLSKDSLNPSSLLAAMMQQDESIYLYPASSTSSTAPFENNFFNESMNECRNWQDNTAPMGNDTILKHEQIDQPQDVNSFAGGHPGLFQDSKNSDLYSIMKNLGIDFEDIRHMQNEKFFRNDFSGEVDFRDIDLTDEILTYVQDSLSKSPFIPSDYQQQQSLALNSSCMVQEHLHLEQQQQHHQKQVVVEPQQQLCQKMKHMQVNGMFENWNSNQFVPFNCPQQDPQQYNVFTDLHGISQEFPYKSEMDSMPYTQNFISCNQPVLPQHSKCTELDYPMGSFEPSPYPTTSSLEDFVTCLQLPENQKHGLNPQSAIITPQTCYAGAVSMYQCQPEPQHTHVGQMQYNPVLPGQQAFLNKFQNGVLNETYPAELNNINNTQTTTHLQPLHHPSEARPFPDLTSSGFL
# procasp7 counter: counter-screen: procaspase-7 (human) activation | P55210 | recombinant procaspase-7, Ac-DEVD-pNA absorbance 405 nm; D23A/D198A/D206A triple mutant, cannot self-cleave; scale: DMSO 0, 5 µM enzyme 100 | activation, % at 8.5 µM | 330,000 compounds, 0.093% hits | AID 463210;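 active = percent activation above the screen-wide mean plus 3 SD, cut at about 25% in these data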
#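 Test system: Procaspase-7 triple mutant (PC-7 D3A). Also added: Ac-DEVD-pNA substrate, 400 µM as added. Schedule: 1 h enzyme–compound preincubation and 2 h substrate reaction, both 25 °C. Signal: p-Nitroaniline absorbance at 405 nm, read at 0 and 120 min. Control set: low DMSO alone, high DMSO plus 5 µM PC-7.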
# core dimer inh: HCV core protein dimerization inhibition; TR-FRET GST/Flag-core106 dimerization, 1536-well; AID 1899; 300,000 compounds, 0.33% hits; inhibition, % at 5 µM;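 active = inhibition above the mean of all tested compounds plus 3 SD, set per screening campaign, cut at about 45% in these data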
#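 Material: GST/Flag-tagged HCV core106 proteins. Incubation: 4 h, 22.5 °C incubation. Read-out basis: inhibition (%) from 671 over 617 nm ratio. Measured by: TR-FRET, excitation 340 nm, emission 617 and 671 nm.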
# TPT1 inh: inhibitors of Candida albicans tRNA 2'-phosphotransferase TPT1. recombinant caTPT1, FP RNA substrate dephosphorylation. inhibition, % at 5 µM. 300,000 compounds, 0.81% hits;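 active = inhibition above the mean of all tested compounds plus 3 SD, set per screening campaign, cut at about 24% in these data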;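 also: plate controls were DMSO alone for no effect and ferristatin control at 100 nM for full effect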
# * = called active by the depositor; x = no result given.
SMILES,proCasp3 act,CTSL1 counter,PP1 inh,PP5 primary,PAFAH2 FP inh,AHR act,procasp7 counter,core dimer inh,TPT1 inh
COc1ccccc1Oc1ccc2c(c1)C(=O)N(c1cccc(O)c1)C2=O,1,1,2,5.0,-3,-2,5,4,0
Cc1nc2cc(NCc3cccs3)ccc2n1C,-5,-1,4,0.7,1,32,1,-6,2
Cc1ccc(S(=O)(=O)N2C(=O)/C(=C3\SC(=S)NC3=O)c3ccccc32)cc1,6,-5,-4,-3.0,x,3,12,2,1
CCc1ccc(C(=O)C(C)OC(=O)Cn2cnc3c2c(=O)n(C)c(=O)n3C)cc1 (stereo not given),8,-1,-8,0.0,3,1,3,2,0
CCOC(=O)c1cnc(Nc2nc3ccccc3o2)nc1CSc1nnc(C)s1,-1,6,-4,-0.5,6,9,-3,12,2
Cc1ccc(Cl)cc1N1CCN(C(=O)CN2C(=O)c3cccc4cccc2c34)CC1,1,3,-3,-2.9,-3,0,11,17,-1
COc1cccc(N2CC(C(=O)Nc3nnc(SCC(=O)N4CCOCC4)s3)CC2=O)c1 (stereo not given),7,-2,2,2.0,1,-3,-4,18,-1
COc1cc(OC)cc(C(=O)N[C@H](C(=O)Nc2ccc(S(=O)(=O)N(C)C)cc2)C(C)C)c1,3,1,0,-0.4,-10,5,2,0,-5
CC(C)(C)OC(=O)N1CCN(C(=O)c2[nH]cnc2C(=O)Nc2cccc(Cl)c2)CC1,-2,x,-2,3.8,8,1,-1,x,x
C#CCOCCOCCOCCNc1nc(N2CCN(C(=O)[C@H](CCCCN)n3cc([C@@H](N)CO)nn3)CC2)nc(N2CCN(C(=O)[C@H](Cc3cc4ccccc4[nH]3)n3cc([C@@H](N)CO)nn3)CC2)n1,0,-1,1,6.3,x,2,5,-3,1
COc1ccc2nc(SCC(=O)NC3(C#N)CCCCC3)[nH]c2c1,2,10,-5,0.6,-1,7,6,0,0
CN(CC(=O)Nc1c(Cl)cccc1Cl)C(=O)c1ccc(-n2cncn2)c([N+](=O)[O-])c1,-2,3,-6,-0.3,5,10,0,-2,-3
CCOC(=O)Cc1csc(NC(=O)CN2CCN(c3ccccc3)CC2)n1,-8,-2,-5,-1.0,3,2,8,5,0
CCN1CCN(CCCNC(=O)c2ccc(/C=C3/Sc4ccccc4N(Cc4ccccc4F)C3=O)cc2)CC1,-2,3,-1,2.5,-4,1,-9,-12,1
Cc1nnc(SCCn2c(N3CCN(Cc4ccccc4)CC3)nc3c2c(=O)[nH]c(=O)n3C)s1,-1,-1,0,1.6,-3,-1,3,-3,0
C/C=C(\C)C(=O)NCCN1C2=NC[C@@H](Cc3ccccc3)N2C[C@@H]1Cc1ccc(OC)cc1,2,-4,3,1.8,2,-4,0,-18,0
COc1cccc(NS(=O)(=O)c2ccc3c(c2)N(C(C)=O)CCO3)c1,1,-1,1,-2.5,1,3,-1,3,-2
CC(N=C1NS(=O)(=O)c2ccccc21)C(=O)OCC(=O)N(C)C1CCS(=O)(=O)C1 (stereo not given),3,x,-5,-0.2,2,2,-12,x,x
COc1ccc2[nH]c(=O)c(CN(C(=O)COc3ccccc3)C(C)C)cc2c1,-4,2,0,-0.5,3,4,-8,-5,0
NS(=O)(=O)c1cccc(NC(=O)COC(=O)C2(c3cccc(F)c3)CCCC2)c1,4,-2,0,-0.2,7,9,9,-4,2
CCCc1cc(CNC(=O)C2CCC(=O)N(CCc3cccc(F)c3)C2)on1 (stereo not given),-5,-4,3,1.1,-3,1,9,-4,-2
CCC(=O)Nc1ccc(C(=O)OCC(=O)c2cccs2)cc1,2,9,1,-5.2,34*,1,-3,-9,-1
CCN(CC(=O)NCc1cccs1)S(=O)(=O)c1ccc(F)cc1,-4,-4,-4,0.7,-2,0,6,-2,0
CCCCCCC(O)(CCN1CCCCC1)c1ccccc1 (stereo not given),1,2,1,-0.5,-5,0,-7,-12,-3
CCc1cc2c3c(c1)C1(C(=O)N3C(C)(C)CC2C)C(C#N)=C(N)N2C(=C1C#N)Nc1ccccc12 (stereo not given),1,2,3,4.4,-6,39,-4,17,14

# In the list so far, 4 contain fluorine:
SMILES,proCasp3 act,CTSL1 counter,PP1 inh,PP5 primary,PAFAH2 FP inh,AHR act,procasp7 counter,core dimer inh,TPT1 inh
CCN1CCN(CCCNC(=O)c2ccc(/C=C3/Sc4ccccc4N(Cc4ccccc4F)C3=O)cc2)CC1,-2,3,-1,2.5,-4,1,-9,-12,1
NS(=O)(=O)c1cccc(NC(=O)COC(=O)C2(c3cccc(F)c3)CCCC2)c1,4,-2,0,-0.2,7,9,9,-4,2
CCCc1cc(CNC(=O)C2CCC(=O)N(CCc3cccc(F)c3)C2)on1 (stereo not given),-5,-4,3,1.1,-3,1,9,-4,-2
CCN(CC(=O)NCc1cccs1)S(=O)(=O)c1ccc(F)cc1,-4,-4,-4,0.7,-2,0,6,-2,0

# Later entries:
SMILES,proCasp3 act,CTSL1 counter,PP1 inh,PP5 primary,PAFAH2 FP inh,AHR act,procasp7 counter,core dimer inh,TPT1 inh
Cc1cccc(NC(=O)c2ccc(-n3ccnc3)nc2)c1,12,3,0,-4.5,-13,-4,10,-5,1
CCc1sc(C(=O)NC2CCN(C)CC2)cc1Br,9,0,0,0.5,2,3,11,-8,1
C=CCc1cccc2cc(C(=O)NC3CCCCC3)c(=O)oc12,4,-2,1,1.1,8,1,5,8,-6
O=CC1=C(N2CCOCC2)/C(=C/c2ccc(Cl)cc2)CC1,-7,1,-4,0.2,6,2,-6,0,2
COc1cc2cnc(C3=CCCCC3)cc2cc1OC,-2,x,x,x,-10,9,3,x,x
CC(=O)c1nn(-c2ccc(Cl)cc2)cc1C(=O)c1ccccc1,2,4,0,1.4,2,4,7,0,-3
O=C1CC(c2ccc(F)cc2)CC(O)=C1C=NCCN1CCN(C(=O)Nc2ccccc2)CC1 (stereo not given),9,2,-2,0.7,11,4,6,-4,-1
COCOc1ccc(-c2cc(=O)c3c(OCOC)cc(OCOC)cc3o2)cc1,4,4,-4,4.8,x,7,-5,1,-1
O=C(Nc1ccc(N2CCOCC2)cc1)c1c(F)cccc1Cl,4,1,-1,0.1,2,-1,5,-4,-3
S=c1[nH]nc(-c2cccc(Cl)c2)n1/N=C/c1ccco1,-14,4,-2,1.2,x,18,-30,11,-2
COc1ccc(-c2nc3c4ccccc4ccn3c2CN2CCCCC2)cc1,1,5,2,1.4,9,23,-7,8,-3
CC(=O)c1cn(CC(=O)Nc2c(C)cccc2C)c2ccccc12,-3,2,-3,0.9,6,2,14,-7,-2
COc1cccc(-c2ccc(SCC(=O)N3CCOCC3)nn2)c1,4,-1,-5,0.3,-2,3,7,-2,2
COc1ccc(N=C(N)N=C(N)N)c(OC)c1,-7,-2,-2,-3.0,-2,-2,5,1,3
O=C(CCC1CCCN(C(=O)c2cc3ccccc3o2)C1)NCc1ccc(F)c(F)c1 (stereo not given),-1,-1,0,-1.4,2,12,4,-2,1
CC1(C)CC(NC(=O)CC(c2ccccc2)c2ccccc2)CC(C)(C)N1,3,-2,1,1.1,4,0,3,-7,-7
N#CC1(Cc2ccc([N+](=O)[O-])cc2)c2ccccc2C=CN1C(=O)c1ccccc1 (stereo not given),4,0,0,2.5,1,0,5,40,-4
Cc1ccc(N2C(=O)c3ccc(C(=O)Nc4cccnc4)cc3C2=O)c(C)c1,-2,3,-1,1.7,9,1,-2,0,-4
Cn1nc(NC(=O)CC23CC4CC(CC(C4)C2)C3)c2c(F)cccc21,14,0,-2,1.5,18,5,3,2,0
CSc1ccc(CN2C(=O)NC3(CCCCCCC3)C2=O)cc1,1,-2,-4,0.4,3,2,8,2,-1
N=c1sccn1CC(=O)Nc1ccc(S(=O)(=O)N2CCOCC2)cc1,-3,2,-1,1.1,-1,3,-9,3,-5
CCOc1ccc(N2CC(C(=O)N3CCCC3)CC2=O)cc1 (stereo not given),8,4,-1,0.3,-1,-1,5,3,-1
CN1CCC(OC(=O)COc2ccc(F)cc2)CC1,-3,-2,2,1.1,4,2,5,0,-2
Cc1nn(C)c(C)c1S(=O)(=O)N1CCC(C(=O)NC2CCCCC2)CC1,-1,-1,-1,-0.1,-5,0,-4,2,-3
CCNC(=S)N/N=C/c1ccc(-c2ccccc2)o1,1,8,-1,-2.8,6,24,-3,-14,-4

# (cont.)
SMILES,proCasp3 act,CTSL1 counter,PP1 inh,PP5 primary,PAFAH2 FP inh,AHR act,procasp7 counter,core dimer inh,TPT1 inh
CCNc1nc(NOC)nc(OCC#N)n1,-9,0,-1,-0.8,-7,2,0,2,3
COc1cc(CSc2ncn[nH]2)c(OC)cc1CSc1ncn[nH]1,-10,1,-1,4.7,-4,3,-4,0,-2
Cc1[nH]c2ccccc2c1/C=N\NC(=O)Cn1nnc(-c2ccccc2)n1,8,2,-3,0.1,-7,11,12,14,-1
CCOc1ccc(-c2nc(=S)[nH][nH]2)cc1,4,-2,-2,0.8,6,25,0,-1,-7
COc1cc(OC)cc(C(=O)N2CCC(C(=O)N3CCOCC3)CC2)c1,0,-1,-3,-3.3,11,0,2,10,1
COc1ccc(N2CCN(C(=S)Nc3ccc(OC)cc3OC)CC2)cc1,-2,2,-2,2.1,1,15,-9,-5,2
Cc1ccc(C(=O)NCc2ccco2)cc1S(=O)(=O)Nc1cccc(C)c1C,0,-4,2,0.5,3,2,6,0,0
CC(C)(C)Cc1nnc(NC(=O)Cc2cccs2)s1,3,2,-4,0.8,x,2,3,51*,5
CCOc1ccc(Cn2c(=O)sc3ccccc32)cc1OC,7,-4,-6,-0.1,-1,7,18,-2,2
CC(NC(=O)c1ccccc1)c1nnc(SCC(=O)NC2CCCC2)n1C (stereo not given),-1,-1,-7,1.4,-1,-1,4,-1,-4
CCN(CC)CCNC(=S)Nc1ccc2nc3n(c(=O)c2c1)CCCCC3,1,1,5,-0.3,0,1,-4,-3,-2
COc1cccc2cc(C(C)N(CCCN3CCOCC3)C(=O)Nc3ccc(Cl)cc3)oc12 (stereo not given),1,-2,-2,2.9,7,3,4,-1,-5
CCCCn1c(=O)[nH]c(=O)c2c1nc(-c1ccc(OC(F)F)c(OC)c1)n2C,6,1,-1,-0.7,0,40,0,12,0
C/C=C(\C)C(=O)OC1CC(C)(C)C[C@H]2C3=CC[C@@H]4[C@@]5(C)CCC(O[C@@H]6O[C@@H](C(=O)O)[C@@H](O)C(O[C@@H]7OC[C@H](O)[C@@H](O)[C@@H]7O[C@@H]7OC(CO)C(O)[C@@H](O)[C@@H]7O)C6O[C@@H]6OC(CO)C(O)C(O)C6O)[C@@](C)(CO)[C@@H]5CC[C@]4(C)[C@]3(C)CC(O)[C@@]12CO (stereo not given in full),-3,x,x,x,-9,-1,6,x,x
CC(C)(C)C1CCC(=NNC(=O)C(=O)NC2CCCCC2)CC1 (stereo not given),10,-1,-3,0.6,-6,1,2,5,1
COC(=O)c1ccccc1N1C(=O)[C@@H]2C(c3ccc(F)cc3)=NO[C@@H]2C1=O,8,0,2,-1.3,-5,3,-4,-3,-5
CCn1c(COc2ccccc2C)nnc1SCC(=O)N1CCN(c2ccccc2)CC1,9,-6,-3,1.5,-4,0,15,5,0
COc1ccccc1/C=C/C(=O)NCC(=O)N/N=C/c1ccccc1,-4,-3,-2,-0.2,-4,16,0,-7,-4
